# proKLK7 act: activators of human kallikrein-7 zymogen; purified proKLK7, EDANS-DABCYL substrate fluorescence; 100% is mature enzyme control, 0% vehicle; activation, % at 7 µM; hit rate 0.9% among 370,000;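 active = activation above the mean of all tested compounds plus 3 SD, computed per campaign excluding outliers beyond control limits, cut at about 13% in these data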
# ARFGAP1 inh: inhibits rat ARF GTPase activating protein 1; Q62848; Arfgap1-stimulated ARF1 GTP hydrolysis, GDP FP detection; inhibition, % at 16.5 µM; hit rate 0.26% among 360,000;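 active = inhibition above a per-plate limit, mean inhibition of low control wells plus 3 SD, cut at about 25% in these data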;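 also: 0% = DMSO wells with enzyme and 100% = wells lacking Arfgap1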
#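 Material: rat Arfgap1 catalytic domain, aa 1-136; also added: human ARF1(Δ1-17)-GTP substrate; compound dosing: one concentration, 16.5 µM, DMSO 1.26%; incubation: GTP hydrolysis reaction 2 h at 25 °C; measured by: Tracer-displacement fluorescence polarization with EDTA stop, 620/688 nm; evaluation: % inhibition from polarization; repeats: one replicate per compound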
# ADAM10 inh: ADAM10 inhibition, QFRET primary screen; AID 720582; recombinant ADAM10, EDANS/DABCYL FRET peptide cleavage, 3 h; hit rate 0.62% among 370,000; O14672; inhibition, % at 7 µM;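 active = inhibition above a per-campaign cutoff equal to the mean of compounds falling between control-based bounds plus 3 SD, cut at about 20% in these data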;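 also: 0% = DMSO wells while the 100% control is not disclosed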
# Target sequence (O14672 214-748 limits assumed): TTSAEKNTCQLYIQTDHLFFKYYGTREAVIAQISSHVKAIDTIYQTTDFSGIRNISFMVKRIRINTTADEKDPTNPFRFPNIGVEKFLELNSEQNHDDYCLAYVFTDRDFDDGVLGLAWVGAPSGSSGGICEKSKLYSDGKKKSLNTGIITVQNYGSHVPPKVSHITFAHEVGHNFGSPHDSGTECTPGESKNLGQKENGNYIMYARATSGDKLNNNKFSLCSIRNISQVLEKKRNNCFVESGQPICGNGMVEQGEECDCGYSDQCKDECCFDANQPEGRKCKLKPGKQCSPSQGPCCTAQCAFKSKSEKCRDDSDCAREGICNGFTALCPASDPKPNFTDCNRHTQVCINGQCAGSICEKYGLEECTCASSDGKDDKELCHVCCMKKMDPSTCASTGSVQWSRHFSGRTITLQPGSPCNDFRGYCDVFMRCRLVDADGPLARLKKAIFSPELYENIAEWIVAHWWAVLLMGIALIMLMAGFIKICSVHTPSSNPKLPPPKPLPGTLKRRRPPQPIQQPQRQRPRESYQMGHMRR
# DDE Tn6 FP inh: disrupts Tn6 cyclic peptide binding to fibrin D-Dimer-E complex | hit rate 0.21% among 370,000 | Fibrin DD(E) TRITC-Tn6 fluorescence polarization displacement | P02675 | AID 720509 | inhibition, % at 8.3 µM;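 active = inhibition above a per-campaign cutoff: mean of compounds within control limits plus 3 SD, cut at about 15% in these data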;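 also: 0% = median of all compound wells on the plate and 100% = blocking peptide control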
# Target sequence (P02675 whole entry, looked up): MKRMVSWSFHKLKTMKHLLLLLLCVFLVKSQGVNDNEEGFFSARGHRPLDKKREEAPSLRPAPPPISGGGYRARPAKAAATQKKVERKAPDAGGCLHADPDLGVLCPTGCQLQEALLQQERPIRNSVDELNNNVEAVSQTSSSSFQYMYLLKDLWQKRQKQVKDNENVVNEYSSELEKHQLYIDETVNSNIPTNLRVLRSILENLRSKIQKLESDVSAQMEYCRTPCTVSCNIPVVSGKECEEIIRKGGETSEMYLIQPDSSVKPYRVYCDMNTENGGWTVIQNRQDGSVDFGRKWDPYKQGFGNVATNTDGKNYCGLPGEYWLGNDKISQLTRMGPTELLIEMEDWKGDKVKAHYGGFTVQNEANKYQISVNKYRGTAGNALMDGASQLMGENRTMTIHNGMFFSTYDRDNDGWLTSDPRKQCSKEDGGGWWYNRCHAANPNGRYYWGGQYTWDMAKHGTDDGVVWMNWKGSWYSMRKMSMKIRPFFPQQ
# ASAP1 inh: blocks human ASAP1-stimulated Arf1 GTP hydrolysis; hit rate 0.19% among 360,000; GDP FP detection; Q9ULH1; inhibition, % at 16.5 µM; in the data active = inhibition above about 25%;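 also: 0% = vehicle with enzyme and substrate and 100% = no enzyme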
# NPR1 activator: GC-A (human) enzyme activation. P16066. HEK293 GC-A cells, cGMP TR-FRET, EC30 ANP; 0% at EC30 ANP, 100% saturating ANP. activation, % at 10 µM. hit rate 0.14% among 370,000. AID 1671463; in the data active = activation above about 40%
# NPR2 activator: GC-B (human) receptor activation | activation, % at 10 µM | hit rate 0.11% among 370,000 | AID 1920062 | HEK293-GC-B cells, CNP EC30, cGMP TR-FRET; 0% at EC30 CNP, 100% saturating CNP;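 active = activation at 10 µM reaching about 35% in either raw or pattern-adjusted values, limit read from the data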
# FXN GAA850 act: increases GAA850 frataxin promoter reporter activity | HEK293 lucGAA850 FXN promoter luciferase reporter, 24 h; percent of 10 µM SAHA response | activation, % at 6 µM | AID 540364 | hit rate 0.56% among 360,000;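 active = activation above the average of all compounds screened plus 3 SD, cutoff fixed separately per campaign, cut at about 7.5% in these data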;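 also: 0% = DMSO wells and 100% = 10 µM SAHA wells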
# rCAG RNA binder: r(CAG) repeat RNA binding | TO-PRO-1 dye displacement fluorescence | hit rate 1.3% among 370,000 | inhibition, % at 3 µM;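 active = inhibition above the plate cutoff, the mean of all test compounds on that plate plus 3 SD, cut at about 35% in these data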;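 also: 0% = DMSO alone and 100% = 100 µM mitoxantrone as full dye displacement; higher means more dye released from RNA so lower well fluorescence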
# sPLA2-III inh: Inhibits HGIII-sPLA2 liposome hydrolysis, primary screen | hit rate 0.56% among 370,000 | Q9NZ20 | AID 743126 | QFRET BODIPY PC-A2 liposome hydrolysis, fluorescence | inhibition, % at 12.2 µM;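 active = inhibition above mean plus 3 SD of compounds lying within the high and low control bounds, cut at about 19% in these data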;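 also: 0% = median of test compound wells and 100% = no enzyme DMSO wells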
# * hit, by the source's call; · = not tested or not shown.
1	CC(=O)CC1N(S(=O)(=O)c2ccc(C)cc2)c2ccccc2N1S(=O)(=O)c1ccc(C)cc1
2	CC(/C=N/Nc1ccc2nncn2n1)=C\c1ccccc1
3	O=C(CCC(=O)c1ccccc1)NCc1ccccc1
4	C[N+]1=C(N)NC2=C3CCCCC3n3c(=O)n(-c4ccccc4)c(=O)n3C2C1 (stereo not drawn)
5	CCOc1ccc(N(CC(=O)Nc2ccc(Cl)cc2)S(C)(=O)=O)cc1
6	O=C(O)CC(CNS(=O)(=O)c1ccccc1)c1ccccc1 (stereo not drawn)
Compound	1	2	3	4	5	6
proKLK7 act	-0.8	0.6	0.6	0.3	-0.1	0.2
ARFGAP1 inh	2	2	-2	·	3	6
ADAM10 inh	0	-3	-11	-7	5	-7
DDE Tn6 FP inh	-6	0	0	2	-13	-10
ASAP1 inh	8	-8	0	·	4	1
NPR1 activator	-7	-2	1	0	-2	5
NPR2 activator	-5	-4	0	5	1	-5
FXN GAA850 act	·	1.7	-0.9	·	2.6	0.3
rCAG RNA binder	5	-1	0	9	3	-1
sPLA2-III inh	5	3	9	4	-12	14

# A draw from above in order of number of heavy atoms, lowest first:
3	O=C(CCC(=O)c1ccccc1)NCc1ccccc1
2	CC(/C=N/Nc1ccc2nncn2n1)=C\c1ccccc1
6	O=C(O)CC(CNS(=O)(=O)c1ccccc1)c1ccccc1 (stereo not drawn)
5	CCOc1ccc(N(CC(=O)Nc2ccc(Cl)cc2)S(C)(=O)=O)cc1
4	C[N+]1=C(N)NC2=C3CCCCC3n3c(=O)n(-c4ccccc4)c(=O)n3C2C1 (stereo not drawn)
1	CC(=O)CC1N(S(=O)(=O)c2ccc(C)cc2)c2ccccc2N1S(=O)(=O)c1ccc(C)cc1
Compound	3	2	6	5	4	1
proKLK7 act	0.6	0.6	0.2	-0.1	0.3	-0.8
ARFGAP1 inh	-2	2	6	3	·	2
ADAM10 inh	-11	-3	-7	5	-7	0
DDE Tn6 FP inh	0	0	-10	-13	2	-6
ASAP1 inh	0	-8	1	4	·	8
NPR1 activator	1	-2	5	-2	0	-7
NPR2 activator	0	-4	-5	1	5	-5
FXN GAA850 act	-0.9	1.7	0.3	2.6	·	·
rCAG RNA binder	0	-1	-1	3	9	5
sPLA2-III inh	9	3	14	-12	4	5

# (next part)
7	CC(=O)NC(=S)Nc1ccc(-c2nc3ccc(C)cc3s2)cc1
8	Cc1ccc(/C=C(\C#N)c2nn(-c3ccccc3)c(N)c2C#N)cc1
9	NC(=O)CCn1nc(-c2ccccc2)c2ccccc2c1=O
10	COc1ccccc1NS(=O)(=O)c1cc(NC(=O)COc2ccccc2)ccc1N1CCOCC1
11	COCCN(C(=O)COC(=O)CCn1c(C)csc1=O)c1c(N)n(Cc2ccccc2)c(=O)[nH]c1=O
12	Cc1nnc(SCC(=O)Nn2cnnc2)s1
Compound	7	8	9	10	11	12
proKLK7 act	0.2	-14	0.1	0.1	0.4	0.1
ARFGAP1 inh	4	3	-17	13	-3	-14
ADAM10 inh	-123	-41	-1	-3	4	5
DDE Tn6 FP inh	-2	5	0	-4	-2	-6
ASAP1 inh	-9	14	-4	13	-3	-10
NPR1 activator	12	-3	-2	-2	3	-5
NPR2 activator	3	-5	1	-7	3	-10
FXN GAA850 act	2.2	5.4	-0.8	0.0	0.5	-2.0
rCAG RNA binder	4	11	0	6	1	3
sPLA2-III inh	1	-18	3	-16	2	1

13	CCc1c(C)nc(N)n2c(SCC(=O)Nc3ccccc3)nnc12
14	CCN(CC(=O)Nc1ccc2c(c1)OCCO2)C(=O)CSCC(=O)Nc1ccc(C)cc1
15	CC1=CC(C)C(C(=O)O)C(C(=O)N2CCN(C)CC2)C1 (stereo not drawn)
16	CCOC(=O)C1CCCN(Cc2nc(C3CC3)no2)C1 (stereo not drawn)
17	COc1cc(C(=O)NC(=S)Nc2ccc([N+](=O)[O-])cc2)cc(OC)c1OC
18	COc1ccc(S(=O)(=O)N2CCN(CC(=O)NC3CC3)CC2)cc1
Compound	13	14	15	16	17	18
proKLK7 act	0.1	0.3	0.3	0.4	-0.3	0.1
ARFGAP1 inh	9	1	2	-19	12	2
ADAM10 inh	-1	-9	-8	-2	4	-12
DDE Tn6 FP inh	-3	6	7	7	-9	4
ASAP1 inh	-2	12	-10	-11	9	-11
NPR1 activator	-2	-1	6	2	-2	4
NPR2 activator	-3	6	0	6	-4	-1
FXN GAA850 act	-0.4	0.3	1.9	-1.0	2.4	1.8
rCAG RNA binder	1	-6	0	0	-1	-6
sPLA2-III inh	6	-8	4	2	-2	2

19	COc1cccc(CN(C)c2nc(-c3cccs3)nc3ccccc23)c1
20	CCCCOC(=O)Nc1cccc(C(=O)OCC)c1
21	CCOC(=O)NC(=O)c1cn(Nc2ncc(Cl)cc2C(F)(F)F)c(=O)[nH]c1=O
22	CCOC(=O)c1ccc(NCc2ccc(N(C)C)cc2)cc1
23	CCc1cc2c(C)ccc(C)c2nc1SCC(=O)Nc1cc(C)on1
24	CCCCc1nc2cc(C(=O)NCCc3c(C)n[nH]c3C)ccc2o1
Compound	19	20	21	22	23	24
proKLK7 act	-10.0	0.2	-0.4	-0.3	0.0	0.6
ARFGAP1 inh	-4	-5	-1	11	-2	4
ADAM10 inh	-26	-5	0	5	-11	5
DDE Tn6 FP inh	-6	-1	0	-1	-1	1
ASAP1 inh	5	-6	-9	-4	7	-10
NPR1 activator	-5	-1	4	6	1	3
NPR2 activator	-3	-3	2	7	0	2
FXN GAA850 act	1.7	2.4	0.5	1.1	0.8	-0.1
rCAG RNA binder	9	-6	-2	-2	3	-2
sPLA2-III inh	-10	-6	16	9	4	-8

25	COc1ccccc1C1CCN(Cc2ccc3ccccc3c2)CC1
26	CC(Cc1cccs1)NC(=O)Nc1cccc(Cl)c1 (stereo not drawn)
27	O=C(c1cccs1)N1CCN(C/C=C/c2ccccc2)CC1
28	CC(C)C(NS(=O)(=O)c1ccccc1)C(=O)NC1CCCC1 (stereo not drawn)
29	CCCCC(=O)NC(=S)NNC(=O)CC
30	CCc1ccc(NC(=O)c2ccc(F)c(S(=O)(=O)N(CC)c3ccccc3)c2)cc1
Compound	25	26	27	28	29	30
proKLK7 act	0.6	0.5	0.0	0.3	-0.4	-0.1
ARFGAP1 inh	-2	-6	1	1	-6	1
ADAM10 inh	14	6	-7	-9	-2	20*
DDE Tn6 FP inh	-5	-2	-3	-5	-1	-7
ASAP1 inh	-7	-9	11	-7	-5	2
NPR1 activator	-10	-4	12	-3	8	5
NPR2 activator	-3	4	9	4	3	4
FXN GAA850 act	0.9	0.9	1.2	-1.0	2.7	-1.6
rCAG RNA binder	4	1	-1	-2	-3	3
sPLA2-III inh	-11	-1	0	7	4	-8

31	Cc1ccc(S(=O)(=O)N(C(=O)c2ccncc2)c2ccc(OC(=O)c3ccncc3)cc2)cc1
32	CC1CCN(CC(C)CNC(=O)c2cc(-c3ccccn3)nc3ccccc23)CC1 (stereo not drawn)
33	Cn1cc(C(=O)N2CCCCCC2)c(=O)c2cc(S(=O)(=O)N3CCCCC3)ccc21
34	O=C(COC(=O)CC1CC2CCC1C2)Nc1ccc(F)cc1 (stereo not drawn)
35	COc1ccc(C(=O)Nc2ccc(Cl)c(Cl)c2)c(OC)n1
36	CCOc1ccc(C(=O)N2CCCC2)cc1OC
Compound	31	32	33	34	35	36
proKLK7 act	-0.2	0.2	-0.5	0.8	-0.9	-0.5
ARFGAP1 inh	-5	3	-8	9	-11	-5
ADAM10 inh	-1	-10	-8	9	-20	-4
DDE Tn6 FP inh	-1	1	2	4	8	-1
ASAP1 inh	-1	-3	-1	6	1	14
NPR1 activator	0	0	6	0	1	-1
NPR2 activator	3	0	-1	1	-4	2
FXN GAA850 act	2.1	1.3	-1.1	1.2	7.4	1.3
rCAG RNA binder	0	-7	-5	-4	0	-3
sPLA2-III inh	-26	-3	-1	-2	-1	6

37	CCn1nc(C)cc1C(=O)Sc1ccc(Cl)cc1Cl
38	COc1cccc(Cn2c(=O)c3ccccc3n3nc(C)cc23)c1
39	O=C(c1sc2ccccc2c1Cl)N1CCN(c2ncccn2)CC1
40	COC(=O)c1c(C)oc2ccc(NS(=O)(=O)c3cc(OC)ccc3OC)cc12
41	COCCN(C(=O)COC(=O)c1c(NC(C)=O)sc(C)c1C)c1c(N)n(Cc2ccccc2)c(=O)[nH]c1=O
42	Cc1ccccc1NC(=O)c1c([N+](=O)[O-])c(C(C)(C)C)nn1C
Compound	37	38	39	40	41	42
proKLK7 act	0.2	-0.4	0.2	0.0	0.4	-0.4
ARFGAP1 inh	2	9	7	-13	4	5
ADAM10 inh	6	-16	-8	2	-6	-5
DDE Tn6 FP inh	-7	6	9	0	-1	-2
ASAP1 inh	3	0	-2	7	6	-3
NPR1 activator	5	-1	-1	-10	-3	3
NPR2 activator	-1	0	-4	-10	-6	2
FXN GAA850 act	2.6	3.1	-0.8	-0.9	0.3	-0.1
rCAG RNA binder	-1	-2	-7	2	2	-5
sPLA2-III inh	5	-6	-9	-2	-1	0

43	COc1ccccc1N(Cc1ccccc1)S(=O)(=O)c1cccc(C(=O)Nc2cc(C)ccn2)c1
44	COc1ccc(S[C@]2(C(=O)N3CCCC3)CC(=O)N(C(=O)c3ccccc3)[C@@H]2c2ccc(OC)cc2)cc1
45	CC(C)SCc1nc2ccccc2[nH]1
46	COc1ccc(-n2c(=S)[nH]c3cc(C(=O)Nc4ccccc4OC)ccc3c2=O)c(OC)c1
47	CC1(NC(=O)c2ccccc2)CCN(CCc2cccs2)C1=O (stereo not drawn)
48	CC(=O)N1CCc2cc(Br)cc(S(=O)(=O)N3CCN(c4ccccn4)CC3)c21
Compound	43	44	45	46	47	48
proKLK7 act	-0.3	1.0	-0.8	0.0	0.5	0.1
ARFGAP1 inh	7	·	-3	17	10	0
ADAM10 inh	17	5	-20	17	6	-5
DDE Tn6 FP inh	6	1	4	-5	-2	-1
ASAP1 inh	-1	·	5	-1	8	7
NPR1 activator	0	-7	-1	0	0	0
NPR2 activator	4	-4	7	-2	2	-10
FXN GAA850 act	-6.2	·	1.3	-3.6	-1.3	1.6
rCAG RNA binder	4	7	0	13	5	1
sPLA2-III inh	-20	5	3	1	5	4

49	CCS(=O)(=O)Nc1cccc(C2=NN(S(=O)(=O)c3ccc(F)cc3)C(c3cccs3)C2)c1 (stereo not drawn)
50	CC(OC(=O)Cc1ccsc1)C(=O)Nc1ccc(C(N)=O)cc1 (stereo not drawn)
51	O=C(N/C(=C/c1ccc(Br)cc1)C(=O)N1CCOCC1)c1cccs1
52	Cc1noc(C)c1Cn1nc(C(=O)O)c2ccccc2c1=O
53	COc1cccc(C(=O)Nc2nnc(SCC(=O)Nc3ccc(NC(C)=O)cc3)s2)c1
54	Cc1ccc(S(=O)(=O)N2CCOCC2)cc1NC(=O)CSc1nnnn1C1CC1
Compound	49	50	51	52	53	54
proKLK7 act	0.1	-0.2	-0.3	-0.5	0.3	-0.5
ARFGAP1 inh	10	10	7	-2	3	2
ADAM10 inh	14	0	-2	-3	-3	2
DDE Tn6 FP inh	3	-4	-3	-7	2	1
ASAP1 inh	2	-6	-2	-13	3	9
NPR1 activator	-3	0	-4	-1	0	-1
NPR2 activator	0	2	-4	2	7	5
FXN GAA850 act	1.0	1.5	2.6	0.0	2.4	0.1
rCAG RNA binder	9	-2	-2	-4	20	2
sPLA2-III inh	-47	2	-1	-2	-13	3

# Screens as filed in PubChem BioAssay.
